From PubChem BioAssay
NCI-60 one-dose screen, 48 h, at 10 µM unless noted. Numbers give growth in % (100 = growth as untreated, 0 = no growth, -100 = all killed).
KM12: KM12 colon cancer cells | 82,000 tested, 5% active
SF-268: SF-268 CNS cancer cells | 82,000 tested, 3.1% active | AID 1794759
SF-539: SF-539 CNS cancer; 81,000 tested, 6.8% active; AID 1794752
SF-295: SF-295 CNS cancer cells; 79,000 tested, 5.6% active
HCC-2998: HCC-2998 colon cancer; 79,000 tested, 4.7% active; AID 1794799
SNB-19: SNB-19 CNS cancer cells; 81,000 tested, 2.5% active; AID 1794751
U251: U251 CNS tumor cells; 80,000 tested, 5.4% active
HCT-116: HCT-116 colon cancer | 82,000 tested, 7.3% active
SNB-75: SNB-75 CNS cancer | 79,000 tested, 5% active
Active calls of the source: *; . = not tested or not shown; & = joins results of further samples. How the source made its calls: active means growth percent below 10; inactive means the rest.

SMILES	KM12	SF-268	SF-539	SF-295	HCC-2998	SNB-19	U251	HCT-116	SNB-75
NC(=S)N/N=C1\CCCC(C(F)(F)F)C1 (centres undefined)	.	.	101	100	104	100	107	8.8*	87
COc1ccc(-c2onc(N)c2-c2cc(OC)c3c(c2OC)OCO3)cc1	100	101	106	.	120	105	100	98	83
O=S(=O)(O)c1ccc2ccc(S(=O)(=O)O)cc2c1	105	101	97	103	98	95	105	97	96
COc1ccc(C(=O)/C=C/c2ccc(Oc3ccc(Cl)cc3)cc2)cc1OC	91	98	107	95	99	90	94	83	84
C=C1C(=O)O[C@H]2[C@H]1CC/C(COC(=O)CSCSCC(=O)OC/C1=C/CC[C@@]3(C)O[C@H]3[C@H]3OC(=O)C(=C)[C@@H]3CC1)=C\CC[C@@]1(C)O[C@@H]21	35	21	3.6*	70	17	54	11	-24*	60
Cn1c(=O)c(-c2ccccc2)cc2ccccc21	104	94	95	107	.	101	102	107	73
CC(C)c1sc(NC(=O)c2cc(NC(=O)c3cc(NC(=O)c4nccn4C)cn3C)cn2C)nc1C(=O)NCCCN(C)C	111	58	77	100	84	48	30	44	.
CC(=O)c1cccc(NS(=O)(=O)c2ccc(C)cc2)c1	34	89	75	88	65	90	61	60	62
CC(C)=CCc1c2c(c(O)c3c1O[C@]14C(=C[C@@H]5C[C@H]1C(C)(C)O[C@@]4(C/C=C(/C)C(=O)O)C5=O)C3=O)CC(O)C(C)(C)O2 (some centres undefined)	-69*	-41*	-37*	-48*	-85*	23	-72*	-70*	-26*
CN(C)/C=C1\CC(C(=O)NCc2ccc(Cl)cc2Cl)NC1=O (centres undefined)	111	101	96	103	.	104	89	105	91
O=C1c2ccccc2C(=O)c2cc(SC(=S)N3CCCC3)c(Cl)cc21	101	113	93	100	104	92	107	86	96
COc1ccc(S(=O)(=O)N2CCN(Cn3nc(-c4cc(OC)c(OC)c(OC)c4)oc3=S)CC2)cc1	105	75	87	92	87	86	91	83	80
Cc1ccc(S(=O)(=O)OC[C@]23CCC(C)(C)C[C@H]2C2=CC[C@@H]4[C@@]5(C)CCCNC(C)(C)[C@@H]5CC[C@@]4(C)[C@]2(C)CC3)cc1	-1.9*	70	75	104	-12*	86	-81*	-83*	86
C=CCC1(O)C(c2ccccc2)=C(c2ccccc2)C(c2ccccc2)=C1c1ccccc1	76	77	94	81	84	87	79	46	82
Cc1ccc(C2=N[C@@H](C)C(=O)c3c(nc4ccccn34)N2)cc1	70	100	90	87	104	95	96	91	68
COc1cc2ncn3c(=O)[nH]nc3c2cc1OC	103	104	107	106	106	.	94	99	80
CCOC(=O)C(CC)c1ccccc1 (centres undefined)	109	99	106	107	103	98	114	95	100
Cc1cc(C)c2c(n1)sc1c(Nc3ccc(OCc4ccc(Cl)c(Cl)c4)cc3)ncnc12	106	101	100	99	104	105	93	103	106
CN(C)c1ccc2c(=O)cc[nH]c2c1	102	102	100	.	106	102	99	104	.
O=S(=O)(CS(=O)(=O)c1ccc(Cl)c(Cl)c1)c1ccc(Cl)c(Cl)c1	108	110	98	94	121	107	95	109	94
N#CC1c2ccccc2C=CN1C(=O)N(c1ccccc1)c1ccccc1 (centres undefined)	102	80	109	68	97	98	57	26	69
O=C(O)c1cc(N2CCCC2)ccn1	107	107	114	103	101	107	102	105	93
c1ccc2c(c1)CCC2	99	100	104	106	103	107	110	98	75
Cc1cccc(Cl)c1NC(=O)N(C)c1ccccc1	110	112	92	75	103	102	.	98	80
O=C1C2CC=CCC2C(=O)N1C(O)C(Cl)(Cl)Cl (centres undefined)	108	109	106	100	95	120	99	102	107

Carrying on.
SMILES	KM12	SF-268	SF-539	SF-295	HCC-2998	SNB-19	U251	HCT-116	SNB-75
Cc1nnc(NS(=O)(=O)c2ccc(N=Nc3ccc(N)nc3N)cc2)s1	103&104	106&115	103&110	102&127	105&105	112&100	106&105	103&100	90&92
Oc1ccccc1CNc1ccccc1	95	81	100	99	102	98	97	104	90
O=C(O)/C=C/C(=O)Nc1cccc(Cn2nnc3cc(Cl)c(Cl)cc32)c1	109	99	101	97	112	100	103	97	86
CC(c1ccccc1)N1C(=O)/C(=C2\SC(=S)N(C(C)c3ccccc3)C2=O)SC1=S (centres undefined)	103	99	101	100	104	95	99	99	95
Cc1ccc(-c2csc(N(C(=O)N3CCN(c4cc5c(cc4F)c(=O)c(C(=O)O)cn5C4CC4)CC3)c3ccccc3)n2)cc1	4.3*	20	-0.2*	2.2*	13	16	13	6.2*	19
N#Cc1cnn(C(=O)c2ccccc2Br)c1NC(=O)c1ccc(Cl)cc1	104	109	99	100	107	100	96	104	109
CCOC(=O)C1=C(C)N=C2SC=C(c3ccccc3)N2[C@H]1c1cn[nH]c1-c1ccc(F)cc1	101	91	89	.	102	97	97	94	76
CC(=Nc1ccccc1)Nc1ccccc1	115	114	115	106	107	114	98	105	96
N#CC(C(N)=O)c1ccccc1 (centres undefined)	109	105	98	99	101	96	101	97	93
Nc1c(N=Nc2ccc([N+](=O)[O-])cc2)c(S(=O)(=O)O)cc2cc(S(=O)(=O)O)c(N=Nc3ccccc3)c(O)c12	102	104	101	108	101	98	106	96	93
O=S(=O)(/C=C/c1ccccc1)c1ccc(F)cc1	99	98	102	104	115	99	105	99	89
O=C(CSc1nnc(-c2ccc(-c3nc4ccc(Cl)cc4[nH]3)cc2)o1)Nc1ccc(C(=O)/C=C/c2ccccc2)cc1	112	103	98	102	106	94	105	14	114
COc1ccc(Cl)cc1NC(N)=S	105	99	100	106	102	111	98	102	87
COc1cc2c(c(OC)c1OC)C(=O)/C(=C/c1cc(C)c(O)c(C)c1)S2	21	56	7.5*	14	46	39	33	33	4.5*
Nc1ccccc1C1=NC(c2ccccc2)(c2ccccc2)c2ccccc2N1	90	93	96	97	115	89	91	86	.
COC(=O)C1CC(C(=O)OC)C2C(C(=O)OC)CC(C(=O)OC)C12 (centres undefined)	105	96	95	.	99	102	101	99	110
COc1cc2c(c(OC)c1C(=O)CC(O)c1ccccc1)C=CC(C)(C)O2 (centres undefined)	105	101	95	97	115	95	98	92	90
Cc1ccc(Cl)c(S(N)(=O)=O)c1	111	101	100	118	111	101	117	105	.
N#Cc1ccc(C(=O)Nc2nc3ccc(OC(F)(F)F)cc3o2)cc1	107	104	108	91	124	109	106	109	98
CCCCCCCCCCCCCCCCCCNC(=S)NC=C(C(N)=O)C(N)=O	101	95	111	110	101	109	92	91	93
C=C(C)[C@@H]1CC[C@]2(C(=O)NCC(=O)N[C@@H](CO)C(C)C)CC[C@]3(C)[C@H](CC[C@@H]4[C@@]5(C)CCCNC(C)(C)[C@@H]5CC[C@]43C)[C@@H]12	105	97	94	105	103	96	94	87	95
O=[N+]([O-])c1cc(-c2ccccc2)cc([N+](=O)[O-])c1O	109	107	112	126	110	103	107	104	111
CC(C)CCC[C@@H](C)[C@H]1CC[C@H]2[C@@H]3C=CC4=CC=CC[C@]4(C)[C@H]3CC[C@]12C	102	101	104	87	106	103	98	92	93
O=S(=O)(Nc1ncccn1)c1ccc(-n2c(-c3cccs3)nc(-c3ccccc3)c2-c2ccccc2)cc1	87	89	87	70	95	84	91	92	78
Cc1cc(C)c2c(C(=O)/C=C/c3ccc4c(c3)Sc3ccccc3N4C)cc(C(=O)c3ccc(Br)cc3)n2c1	98	97	103	97	106	102	101	100	96

The results go on.
SMILES	KM12	SF-268	SF-539	SF-295	HCC-2998	SNB-19	U251	HCT-116	SNB-75
CCCCOC(=O)CCC(Br)(Br)Br	102	101	102	103	102	103	102	107	99
O=C(CN1C(=O)/C(=C/c2ccccc2)SC1=S)N1CCOCC1	100	102	96	103	112	99	102	98	99
C(=C\c1nc2ccccc2s1)/c1ccc(N2CCOCC2)s1	49	98	81	69	.	95	68	55	100
Cc1nn(-c2ccccc2)c(Oc2ccc(Br)cc2)c1/C=N\N=c1/sc2ccccc2n1C	99	97	106	114	100	98	90	71	80
Cc1[nH]c2ncnc(Nc3ccc(C(=O)Nc4ccc(Cl)cc4)cc3)c2c1C	102	98	100	100	103	96	100	94	92
COC(=O)CNC(=O)c1c(C)[nH]c(/C=C/C(=O)c2ccc(C(F)(F)F)c(F)c2)c1C	99&102	100&98	92&92	101&101	108&100	92&92	89&96	101&104	94&101
O=S=C1C(=O)Nc2cc(Br)ccc21	97	97	102	100	98	96	108	102	78
CCOc1ccccc1/C=N\NC(=O)CCCCCCCCC(=O)N/N=C\c1ccccc1OCC	91	92	102	102	105	101	97	93	86
COc1ccc2c(c1)c(-c1nonc1-c1cn(C)c3ccc(OC)cc13)cn2C	26	54	34	30	66	37	34	19	24
NS(=O)(=O)c1ccc(CCNC(=O)CSc2ccc(-c3ccc(Br)cc3)nn2)cc1	66	73	79	60	92	61	76	21	.
O=C(NCCN1CCOCC1)c1ccc2c(c1)nc(Nc1cccc(Cl)c1)c1ccncc12	103	107	96	95	103	104	98	97	114
CCN(CC)c1ccnc(CNCCSC(c2ccccc2)(c2ccccc2)c2ccc(OC)cc2)c1	-50*	4.5*	-96*	-94*	-80*	.	-80*	-79*	3.3*
N#CCc1nn(-c2ccccc2)c2ncnc(N)c12	97	114	126	92	98	96	97	102	77
Cc1cc(SCc2ccccc2)nc(N)n1	115	100	.	102	108	92	118	102	.
Cc1nc(N)[nH]c(=O)c1CCCNc1ccc([N+](=O)[O-])cc1	106	91	89	97	111	91	101	99	67
N#Cc1c(-c2ccc(Cl)cc2)nc(SCc2nnc(-c3ccc(Cl)cc3)o2)[nH]c1=O	108	109	98	105	97	100	95	99	100
COc1ccc(/C=C(\c2cc(OC)c(OC)c(OC)c2)c2nnc(-c3ccc(Cl)cc3Cl)o2)cc1	93	95	91	81	99	80	92	86	82
O=C(O)CN(Cc1ccccc1)Cc1ccccc1	102	101	110	101	105	101	95	103	102
Cc1ccc(CNc2ncnc3c2cnn3C2CCCCO2)cc1 (centres undefined)	97	96	103	108	.	99	107	104	84
O=C(O)Cc1ccc(-c2ccccc2)cc1	103&102	105&112	105&111	101&93	101&114	97&109	92&102	95&101	98&91
COc1ccc(-c2cccc3c(=O)nc(N4CCOCC4)oc23)cc1	97	93	102	97	106	100	99	93	62
COc1cc2c(cc1OC)-n1c(cnc1-c1ccccc1)N1NC(=O)CN=C21	94	91	97	95	116	106	96	90	.
Nc1ncnc(Nc2cccc(F)c2)n1	104	109	97	102	100	108	93	104	104
COc1ccc(CCNC(=O)C(=O)C(Cc2ccccc2)NC(=O)c2cc(O)c(O)c(O)c2)cc1 (centres undefined)	104	105	90	109	111	102	101	110	86
COc1ccc(-c2nc3cc(C(=O)Nc4ccncc4)ccc3n2C2CCCCC2)cc1	88	113	103	102	101	106	100	103	101

One compound at a time (already shown). Screens in order: KM12, SF-268, SF-539, SF-295, HCC-2998, SNB-19, U251, HCT-116, SNB-75
O=C(O)c1cc(N2CCCC2)ccn1 across the screens: 107, 107, 114, 103, 101, 107, 102, 105, 93
Cn1c(=O)c(-c2ccccc2)cc2ccccc21 across the screens: 104, 94, 95, 107, ., 101, 102, 107, 73
O=S(=O)(/C=C/c1ccccc1)c1ccc(F)cc1 across the screens: 99, 98, 102, 104, 115, 99, 105, 99, 89

More structures
SMILES	KM12	SF-268	SF-539	SF-295	HCC-2998	SNB-19	U251	HCT-116	SNB-75
COc1cc(C2CC(c3ccc(Nc4nc(NCCO)nc(Nc5ccc(Cl)cc5)n4)cc3)=Nc3c(N)nc(N)nc3N2)cc(OC)c1OC (centres undefined)	62	63	80	78	94	47	39	24	91
CCCCn1c(-c2ccc(-c3nc(-c4ccc(Cl)cc4)no3)cc2)nc(-c2ccccc2)c1-c1ccccc1	95	96	85	79	105	83	87	75	80
O=C(c1nc2ccccc2[nH]1)C1C(c2ccc(Cl)cc2)C2CSCN2[C@@]12C(=O)Nc1ccccc12 (some centres undefined)	67	77	84	77	92	78	81	60	69
CC(=O)c1ccc(NC(=O)CSc2nnc(-c3ccc(NC(=O)c4cccnc4)cc3)o2)cc1	106	107	86	105	114	80	83	72	86
CN(C)CCOc1ccc(Nc2cc(NCc3ccco3)ncn2)cc1	92	92	101	102	103	93	96	100	.
Cc1nn(-c2ccccc2)c2nc(C)n(CC(=O)N/N=C/c3ccccc3O)c(=O)c12	31	48	22	24	27	36	29	25	76
NS(=O)(=O)c1ccc(CN2C(=O)CCC2=O)cc1	103	102	104	108	101	104	102	115	92
O=c1c[n+](Cc2ccc(Cl)cc2)[nH]o1	108	99	102	97	104	99	101	103	101
COC(=O)C(N)Cc1ccc(OC(c2ccccc2)(c2ccccc2)c2ccccc2)cc1 (centres undefined)	103	114	105	121	125	101	97	105	86
CCOC(=O)c1c(NC(=O)c2ccc(C(C)(C)C)cc2)sc2cc(O)ccc12	86	102	91	105	104	111	97	93	104

Ordered by heavy-atom count (ascending): 5 of the compounds above.
SMILES	KM12	SF-268	SF-539	SF-295	HCC-2998	SNB-19	U251	HCT-116	SNB-75
CCOC(=O)c1c(NC(=O)c2ccc(C(C)(C)C)cc2)sc2cc(O)ccc12	86	102	91	105	104	111	97	93	104
Cc1nn(-c2ccccc2)c2nc(C)n(CC(=O)N/N=C/c3ccccc3O)c(=O)c12	31	48	22	24	27	36	29	25	76
CC(=O)c1ccc(NC(=O)CSc2nnc(-c3ccc(NC(=O)c4cccnc4)cc3)o2)cc1	106	107	86	105	114	80	83	72	86
O=C(c1nc2ccccc2[nH]1)C1C(c2ccc(Cl)cc2)C2CSCN2[C@@]12C(=O)Nc1ccccc12 (some centres undefined)	67	77	84	77	92	78	81	60	69
CCCCn1c(-c2ccc(-c3nc(-c4ccc(Cl)cc4)no3)cc2)nc(-c2ccccc2)c1-c1ccccc1	95	96	85	79	105	83	87	75	80
